Pf Dd2 inh = qHTS Primary assay for Inhibitors of Plasmodium falciparum Dd2 growth in vitro; P. falciparum Dd2 growth, SYBR Green, 72 h; Potency, µM (titrated, usually from 28.9 µM), inactives show at the highest dose activity, negative = inhibition, most hits filed as inhibitors; 4.3% of 120,000 active; AID 1347417, 2020; active = well fitted inhibition curve with a large enough effect; inconclusive = small, poorly fitted or top-dose-only effect; inactive = no such curve, though single readings can be large or run the other way;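 note: plate controls were DMSO vehicle for no effect and reference drug for full effect; nearly all actives have a fitted effect of over 65% in size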
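Infected erythrocytes (Dd2, 0.3% parasitemia, 2.5% hematocrit final) are added to compound in RPMI-1640/Albumax II medium, grown 72 h at 37C in low oxygen, then lysed with saponin/Triton-X containing SYBR Green and read by fluorescence.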
* = called active by the depositor; i = inactive; ? = inconclusive; [ ] = remark or other dose. Potency is the fitted concentration of half-maximal effect.

[1] CCn1cc(C(=O)NCCN(CC(C)C)CC(C)C)c(=O)c2cc(S(=O)(=O)N(C)C3CCCCC3)ccc21
  Pf Dd2 inh: 3.8%

[2] O=C(CCc1nc2ccccc2[nH]1)N1CCC(c2noc(-c3ccncc3)n2)C1 (stereo unspecified)
  Pf Dd2 inh: ?

[3] CCCCS(=O)(=O)N1C[C@@H](c2ccc3c(c2)OCO3)[C@@H]2[C@H]1C1CCN2CC1
  Pf Dd2 inh: ?

[4] O=C(Cn1ncc2c3ccccc3n(Cc3ccc(Cl)cc3)c2c1=O)NCCC1=CCCCC1
  Pf Dd2 inh: 32.1%[activator][0.594 µM]

[5] COc1ccc(-c2nnc3n2CCN(C(=O)c2ccccc2C)C3)cc1
  Pf Dd2 inh: -2.7%

[6] CN(Cc1ccccc1)Cc1cn([C@H]2CO[C@H]3[C@@H]2OC[C@@H]3NS(=O)(=O)c2cccc3cccnc23)nn1
  Pf Dd2 inh: ?

[7] CCc1ccccc1NC(=O)c1cn(C)c(=O)c2ccccc12
  Pf Dd2 inh: ?

[8] COc1ccc(OC)c(NC(=O)c2cc(-c3ccc[nH]3)n[nH]2)c1
  Pf Dd2 inh: -18.8%

[9] COCc1nc(C2CCCN(C(=O)NC3CCCC3)C2)no1 (stereo unspecified)
  Pf Dd2 inh: 4.9%

[10] COc1ccccc1CNc1ccc(-c2nc(-c3ccco3)no2)cc1[N+](=O)[O-]
  Pf Dd2 inh: 4.1%

[11] O=C(Nc1cccc(C(F)(F)F)c1)c1nc2c(o1)CCN(Cc1nccs1)CC2
  Pf Dd2 inh: ?

[12] Cc1ccc(Cl)cc1NC(=O)N1CCC2(CC1)Oc1ccccc1C(=O)N2Cc1ccccc1F
  Pf Dd2 inh: -7.1%

[13] OCc1cc(CC2(NCc3ccccc3)COC2)no1
  Pf Dd2 inh: 5.9%[44.1 µM]

[14] O=C(COc1ccccc1)Nc1ccc(C(=O)OCc2cc(=O)n3nc(C4CC4)sc3n2)cc1
  Pf Dd2 inh: 17.7%

[15] COc1ccc(C(=O)N2CCc3ccc(C(=O)O)cc32)cc1
  Pf Dd2 inh: 22.6%

[16] CCn1nccc1C(=O)N1CC(Oc2ccc(-c3nc(C)no3)cc2)C1
  Pf Dd2 inh: 69.5%[activator][5.79 µM]

[17] COC(=O)c1cc2n(n1)CCN(C(=O)c1cccc3c1OCC3)C2
  Pf Dd2 inh: 17.9%

[18] CCOC(=O)c1c(NC(=O)c2cc(-c3cccc(OC)c3)on2)sc2c1CCCC2
  Pf Dd2 inh: -0.4%

[19] Cc1ccccc1OC1(C(=O)O)CCN(Cc2ccc(CO)o2)CC1
  Pf Dd2 inh: -11.7%

[20] Cn1cnc(S(=O)(=O)N2CCCC(c3nnnn3-c3ccccc3)C2)c1 (stereo unspecified)
  Pf Dd2 inh: -1.6%

[21] Fc1ccc(Nc2c(-c3ccccn3)nc3ccc(Cl)cn23)cc1
  Pf Dd2 inh: 8.91µM*

[22] CS(=O)(=O)N(CC(=O)NCCSCc1ccccc1)c1cc(C(F)(F)F)ccc1Cl
  Pf Dd2 inh: 29.4%

[23] Cc1nc(SCC(=O)Nc2ccccc2C)cc(-c2ccccc2)n1
  Pf Dd2 inh: 0.7%

[24] CCOc1ccc(NCc2nc3ccccc3n2CCOc2ccc(C)cc2)cc1
  Pf Dd2 inh: i

[25] CCCC(=O)N(c1ccc2oc3c(c2c1)CCCC3)S(=O)(=O)c1ccc(CC)cc1
  Pf Dd2 inh: 13.7%

[26] CCCSc1nc(-c2ccc(OC)cc2)cc(-c2ccccc2OC)c1C#N
  Pf Dd2 inh: ?

[27] O=C(NCc1n[nH]c2c1CCC2)c1coc(COc2cccc(F)c2F)n1
  Pf Dd2 inh: -25.3%

[28] COCCN1CCC(N2CCN(C(=O)c3ccc(F)cc3)CC2)C1=O (stereo unspecified)
  Pf Dd2 inh: 5.8%

[29] O=C(Nc1ccccc1)C1CC(c2ccccc2)CN(C(=O)NCc2ccccc2)C1 (stereo unspecified)
  Pf Dd2 inh: i

[30] COc1ccc(CCNC(=O)c2c(C)noc2-c2ccc(OC(F)(F)F)cc2)cc1
  Pf Dd2 inh: ?

19 compounds already listed, ordered by molar mass, largest number first:
[12] Cc1ccc(Cl)cc1NC(=O)N1CCC2(CC1)Oc1ccccc1C(=O)N2Cc1ccccc1F
  Pf Dd2 inh: -7.1%

[14] O=C(COc1ccccc1)Nc1ccc(C(=O)OCc2cc(=O)n3nc(C4CC4)sc3n2)cc1
  Pf Dd2 inh: 17.7%

[18] CCOC(=O)c1c(NC(=O)c2cc(-c3cccc(OC)c3)on2)sc2c1CCCC2
  Pf Dd2 inh: -0.4%

[11] O=C(Nc1cccc(C(F)(F)F)c1)c1nc2c(o1)CCN(Cc1nccs1)CC2
  Pf Dd2 inh: ?

[30] COc1ccc(CCNC(=O)c2c(C)noc2-c2ccc(OC(F)(F)F)cc2)cc1
  Pf Dd2 inh: ?

[29] O=C(Nc1ccccc1)C1CC(c2ccccc2)CN(C(=O)NCc2ccccc2)C1 (stereo unspecified)
  Pf Dd2 inh: i

[24] CCOc1ccc(NCc2nc3ccccc3n2CCOc2ccc(C)cc2)cc1
  Pf Dd2 inh: i

[10] COc1ccccc1CNc1ccc(-c2nc(-c3ccco3)no2)cc1[N+](=O)[O-]
  Pf Dd2 inh: 4.1%

[26] CCCSc1nc(-c2ccc(OC)cc2)cc(-c2ccccc2OC)c1C#N
  Pf Dd2 inh: ?

[27] O=C(NCc1n[nH]c2c1CCC2)c1coc(COc2cccc(F)c2F)n1
  Pf Dd2 inh: -25.3%

[20] Cn1cnc(S(=O)(=O)N2CCCC(c3nnnn3-c3ccccc3)C2)c1 (stereo unspecified)
  Pf Dd2 inh: -1.6%

[16] CCn1nccc1C(=O)N1CC(Oc2ccc(-c3nc(C)no3)cc2)C1
  Pf Dd2 inh: 69.5%[activator][5.79 µM]

[28] COCCN1CCC(N2CCN(C(=O)c3ccc(F)cc3)CC2)C1=O (stereo unspecified)
  Pf Dd2 inh: 5.8%

[19] Cc1ccccc1OC1(C(=O)O)CCN(Cc2ccc(CO)o2)CC1
  Pf Dd2 inh: -11.7%

[21] Fc1ccc(Nc2c(-c3ccccn3)nc3ccc(Cl)cn23)cc1
  Pf Dd2 inh: 8.91µM*

[17] COC(=O)c1cc2n(n1)CCN(C(=O)c1cccc3c1OCC3)C2
  Pf Dd2 inh: 17.9%

[9] COCc1nc(C2CCCN(C(=O)NC3CCCC3)C2)no1 (stereo unspecified)
  Pf Dd2 inh: 4.9%

[15] COc1ccc(C(=O)N2CCc3ccc(C(=O)O)cc32)cc1
  Pf Dd2 inh: 22.6%

[13] OCc1cc(CC2(NCc3ccccc3)COC2)no1
  Pf Dd2 inh: 5.9%[44.1 µM]

The list continues.
[31] COCCCN1CC2(CCN(S(=O)(=O)c3cc(C)cc(C)c3)CC2)CC1=O
  Pf Dd2 inh: -4.2%

[32] COc1cc(NC(=O)N2C[C@@H](F)C[C@H]2C(=O)N2CCCCC2)cc(OC)c1
  Pf Dd2 inh: 13.9%

[33] CC1=NS(=O)(=O)N(Cc2cccc(Cl)c2)C=C1C(=O)O
  Pf Dd2 inh: i

[34] O=C(Cn1c(SCc2ccccc2F)nc2ccncc21)Nc1ccccc1C(F)(F)F
  Pf Dd2 inh: 4.3%

[35] COc1ccc(CN2Cc3cc(NC(=O)Cc4cccs4)ccc3OC(C)C2=O)cc1 (stereo unspecified)
  Pf Dd2 inh: -4.9%

[36] CN1CCc2nc3sc(C(=O)Nc4ccccc4C(F)(F)F)c(N)c3cc2C1
  Pf Dd2 inh: 8.91µM*

[37] O=C(c1nnc(COc2ccc3c(c2)OCO3)n1Cc1ccccc1)N1CCC[C@@H]1c1ccc(Br)cc1
  Pf Dd2 inh: ?

[38] CCCn1cc2c3c(cccc31)CN(C(=O)c1cccc(F)c1)CC2
  Pf Dd2 inh: i

[39] Cc1cc(CN2CCN(c3cccc(C)c3C)CC2)cs1
  Pf Dd2 inh: -19.5%

[40] CCOc1ccc(CC(=O)Nc2c(C(=O)c3ccc(C)cc3)oc3ccccc23)cc1OCC
  Pf Dd2 inh: ?

[41] Cc1ccsc1C(=O)N1CCC2(CC1)CC(N(Cc1ccccc1)C1CC1)CCO2 (stereo unspecified)
  Pf Dd2 inh: ?

[42] COc1ccc(CN2CC[C@@H]3[C@H]2C(=O)NC[C@H](CCC(=O)NCc2ccc(F)cc2)N3C)cc1
  Pf Dd2 inh: i

[43] C[C@]1(CO)C2CC[C@H]3OC(=O)C[C@H]3[C@]2(C)CC[C@H]1OC(=O)Nc1ccccc1 (stereo partly specified)
  Pf Dd2 inh: -15.3%[44.1 µM]

[44] CNC(=O)[C@@H]1CN(C(=O)c2ccc(OC)cc2C)C[C@H]1CO
  Pf Dd2 inh: 26.7%

[45] COc1ccc(OC)c(NC2=C(c3ccccc3)C(=O)c3ccccc32)c1
  Pf Dd2 inh: ?

[46] CCCN1C(=O)c2[nH]nc(-c3ccc(F)cc3)c2C1c1ccccn1 (stereo unspecified)
  Pf Dd2 inh: -15.0%

[47] CCCCOC(=O)c1ccc(Nc2nc3ccc(C(=O)c4ccccc4)cc3n3cnnc23)cc1
  Pf Dd2 inh: 15.3%

[48] CC(=O)N1CCC(N2CC[C@H](c3nc4ccc(C#N)cc4[nH]3)C2)CC1
  Pf Dd2 inh: 10.0%[44.1 µM]

[49] Cc1cc2c(cc1S(=O)(=O)Nc1cc(C(F)(F)F)cc(C(F)(F)F)c1)OCC(=O)N2
  Pf Dd2 inh: -0.7%

[50] COc1ccccc1N1CCN(C(=O)Cn2c(N3CCc4ccccc4C3)nc(C)cc2=O)CC1
  Pf Dd2 inh: ?

[51] CN1C[C@@H](NC(=O)CC(C)(C)CC(=O)O)C[C@H]1c1nc(-c2ccccc2)no1
  Pf Dd2 inh: i

[52] CC(C(=O)NCc1ccccc1F)n1ccc2cc(S(=O)(=O)N3CCCC3)ccc21 (stereo unspecified)
  Pf Dd2 inh: i

[53] CC(NC(=O)CCCn1c(=O)c2cccn2c2cccnc21)c1ccccc1 (stereo unspecified)
  Pf Dd2 inh: -18.7%

[54] NC(=O)c1ccc(NC(=O)Cn2nc3c(cc2=O)CCCC3)cc1
  Pf Dd2 inh: -4.7%

[55] CCOc1ccc(Sc2cc(C(=O)NC(C)c3ccccc3)c3ccccc3n2)cc1 (stereo unspecified)
  Pf Dd2 inh: -24.2%

[56] O=C(c1ccccc1)N1CCn2c(nnc2C2CCCNC2)C1 (stereo unspecified)
  Pf Dd2 inh: -6.8%[44.1 µM]

[57] COCCc1noc(-c2nc(-c3ccccc3)no2)n1
  Pf Dd2 inh: -15.7%

[58] COc1ccc(-c2noc(CSc3nnc(-c4ccncc4)n3-c3ccc(C)cc3)n2)cc1
  Pf Dd2 inh: ?

[59] O=C(CC1=C2CCCCC2N(Cc2ccccc2)C1=O)NCCc1c[nH]c2ccccc12 (stereo unspecified)
  Pf Dd2 inh: ?

[60] CC(C)NC(=O)[C@H]1CN2CC[C@H]1C[C@@H]2Cn1cc(C2(O)CCCC2)nn1
  Pf Dd2 inh: 7.7%[44.1 µM]

[61] CC(C)c1ccc(NC(=O)c2cc(S(=O)(=O)NC3CCCCC3)ccc2F)cc1
  Pf Dd2 inh: 7.94µM*

[62] O=C(NC1CC1)c1ccccc1OC1CN(C2CCC2)C1
  Pf Dd2 inh: 2.82µM*

[63] Cc1ccc(OCc2nc(C3CCN(C(=O)c4c5c(nc6ccccc46)CCCC5)CC3)no2)cc1
  Pf Dd2 inh: ?

[64] CN1c2cc(C(=O)Nc3cccc(C#N)c3)ccc2C(=O)N2CCCCC21 (stereo unspecified)
  Pf Dd2 inh: ?

[65] O=S(=O)(NCCc1csc2nc(-c3ccc(Cl)cc3)nn12)c1ccc2c(c1)OCCO2
  Pf Dd2 inh: 13.9%

[66] COc1ccc(OC)c(CNC(=O)CN2C(=O)CCn3nc(-c4cn(C)c5ccccc45)cc32)c1
  Pf Dd2 inh: 11.1%

[67] O=C1Cc2c(-c3ccoc3)n[nH]c2CN1Cc1ccccc1
  Pf Dd2 inh: ?

[68] CCOC(=O)C[C@@H]1C[C@@H](C(C)C)[C@H](CNC(=O)C2CC2)C=C1C
  Pf Dd2 inh: -15.9%[44.1 µM]

[69] NC1CC(c2cc(NCCc3cn4ccsc4n3)ncn2)C1 (stereo unspecified)
  Pf Dd2 inh: -13.4%

[70] Cc1cccc(NC(=O)c2oc3ccccc3c2NC(=O)c2cc(=O)c3cc(Cl)ccc3o2)c1
  Pf Dd2 inh: 32.6%[activator]

[71] CC1(c2ccccc2)N(Cc2ccccc2)C(=O)OC12CCN(Cc1cccnc1N)CC2 (stereo unspecified)
  Pf Dd2 inh: -22.1%

[72] COc1ccc(-n2ccnc(NCCc3ccc(S(N)(=O)=O)cc3)c2=O)cc1
  Pf Dd2 inh: i

[73] O=C1Nc2ccccc2CN(Cc2ccccc2)C12CCNCC2
  Pf Dd2 inh: ?

[74] Cc1ccc(OC2(C(=O)NCc3cccc(N(C)C)c3)CCNCC2)cc1
  Pf Dd2 inh: -26.5%

Compound activity deposited in PubChem by National Center for Advancing Translational Sciences (NCATS).

An excerpt; count on the stated rates, not on these rows.
